# P. falciparum M17LAP: P. falciparum M17LAP inhibitors, primary screen, biochemical, fluorogenic H-Leu-NHMec substrate, 1536-well (AID 1619); recombinant M17LAP, H-Leu-NHMec fluorogenic kinetic assay; higher % means a stronger effect; hit rate 0.38% among 220,000; one-dose inhibition, % at 30 µM; IC50 in µM for titrated hits;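 active means compound inhibiting the enzyme by more than half at any dose during confirmatory dose-response retesting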;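 further: plate controls were full reaction with DMSO carrier for no effect and no enzyme background for full effect; strong numbers were not always called active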
# LYP phosphatase: PTPN22 lymphoid phosphatase activity blockers – biochemical, fluorescence intensity, uHTS (AID 1779); recombinant LYP phosphatase, fluorescence intensity; higher % means a stronger effect; inhibition, % at 11.5 µM; hits with a dose series show IC50 in µM; hit rate 0.054% among 290,000;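 further: plate controls were vehicle with enzyme for no effect and no enzyme for full effect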
# Yfh1-off respiration: mitochondrial function rescue without frataxin homolog – Friedreich's ataxia, plus single-dose screen, dose response (AID 1465); S. cerevisiae Yfh1-off respiration, WST-1 reduction, 72 h; higher fold induction means a stronger effect; fold induction at 50 µM, or EC50 in µM where a hit was titrated; hit rate 0.074% among 220,000;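 active means fold induction of absorbance versus untreated yeast above a set limit, then at least 30% activation at any dose in follow-up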;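 further: activators that raise dye reduction in frataxin-depleted yeast; strong numbers were not always called active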
# human PMI inhibitors: MPI inhibition at elevated mannose 6-phosphate – biochemical, fluorescence intensity, high mannose 6-phosphate, primary screen (AID 1220) | recombinant PMI enzyme, coupled fluorescence intensity; higher % means a stronger effect | inhibition, % at 20 µM; hits with a dose series show IC50 in µM | hit rate 0.66% among 190,000
# XIAP antagonists: XIAP antagonists, biochemical, IAP family, fluorescence polarization (AID 1018); hit rate 0.007% among 200,000; one-dose displacement, % at 20 µM; IC50 in µM for titrated hits; XIAP BIR domain, fluorescence polarization peptide displacement; higher % means a stronger effect; in the data active means displacement above about 50%; further: a part of the inactive calls stands beside numbers as strong as those of hits
# PMI inhibitors: inhibitors of human PMI, primary screen, biochemical, fluorescence intensity, coupled assay (AID 1209); hit rate 0.42% among 190,000; inhibition, % at 20 µM; hits with a dose series show IC50 in µM; purified PMI enzyme, coupled fluorescence intensity; higher % means a stronger effect;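 further: plate controls were DMSO vehicle for no effect and wells lacking substrate for full effect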
# TNAP activation fold: stimulation of alkaline phosphatase TNAP activity – biochemical, luminescent, no phosphate acceptor, uHTS, primary screen (AID 1001); purified TNAP, luminescent activation assay, no phosphate acceptor; higher activation fold means a stronger effect; activation fold at 20 µM; hits with a dose series show EC50 in µM; hit rate 0.03% among 200,000; in the data active means activation fold from about 3, or a potency from the dose series; inactive means the rest, 99 in 100 with activation fold below about 1.6; further: many of its hits are not listed in these tables
# P. falciparum M1AAP: malaria alanyl aminopeptidase activity blockers – biochemical, fluorogenic H-Leu-NHMec substrate, 1536-well (AID 1445) | recombinant M1AAP, H-Leu-NHMec fluorogenic kinetic assay; higher % means a stronger effect | one-dose inhibition, % at 30 µM; IC50 in µM for titrated hits | hit rate 0.42% among 220,000;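 active means primary inhibition above the hit cutoff, then over 50% inhibition at one or more dose response concentrations, cut at about 23% in these data, passing the limit was not always enough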;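 further: plate controls were DMSO full reaction for no effect and no enzyme background for full effect; strong numbers were not always called active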
# WT yeast gro inh: growth inhibition of WT yeast, mitochondrial fusion screen. mitochondrial fusion phenotypic screen, WT strain. inhibition, % at 10 µM. hit rate 2.1% among 190,000. AID 1362; in the data active means inhibition above about 58%; tested in S. cerevisiae
# WT yeast gro inh mutant strain: also measured in WT yeast gro inh; calls as there; inhibition, %; mitochondrial fusion phenotypic screen, mutant strain inhibition
# * = called active by the depositor; i = inactive; · = not tested or not shown. Unless noted, no stated cut-off is given here; in the data, active means inhibition above about 50%; inactive means the rest.
SMILES,P. falciparum M17LAP,LYP phosphatase,Yfh1-off respiration,human PMI inhibitors,XIAP antagonists,PMI inhibitors,TNAP activation fold,P. falciparum M1AAP,WT yeast gro inh,WT yeast gro inh mutant strain
CN(C)S(=O)(=O)c1ccc(C(=O)NCC(=O)N/N=C/c2cccs2)cc1,7%,-2%,i,-4%,-2.2%,-6%,1,2%,-9,-10
O=C(Nc1nc(-c2cc3ccccc3oc2=O)cs1)c1ccc(Br)o1,-1%,1%,i,8%,-1.9%,10%,1.1,0%,24,0
COCC(=O)/C=C1\Sc2ccccc2N1C,46%,-1%,i,10%,-1.3%,10%,1.1,6%,-4,1
CCC(=O)Nc1ccc(NC(=O)c2ccco2)c(OC)c1,12%,-6%,·,-4%,-3.5%,11%,1,6%,0,-7
CN(C(=O)C1CCOC1)c1nnc(-c2cnccn2)s1 (stereo not given),6%,-3%,i,5%,-6.8%,8%,1.1,3%,-9,0
Cc1nc(CSc2ccc(Cl)cc2)cc(N2CC(C)OC(C)C2)n1 (stereo not given),8%,-3%,i,6%,-5.5%,3%,1.1,-2%,8,-21
Brc1cccc2sc(N3CCN(c4ccccc4)CC3)nc12,-1%,1%,i,1%,-4.4%,-2%,1.1,3%,40,35
Cc1ccnc(N2CCCC(C(=O)Nc3nnc(C)s3)C2)n1 (stereo not given),5%,-3%,i,-7%,-1.4%,-8%,1.1,5%,-6,1
COc1ccc(Cl)c(NC(=O)Nc2c(C)n(-c3ccccc3)c(=O)n2C)c1,10%,0%,i,-7%,-5.8%,3%,1,8%,-15,-5
CCOc1ccc(N(CC(=O)N/N=C/c2ccc(OC(C)C)cc2)S(C)(=O)=O)cc1,3%,-4%,i,11%,-9.2%,23%,1.3,5%,-13,-4
COc1cc2c(OC)cccc2cc1C(=O)O,-24%,-5%,i,2%,-1.2%,6%,1,0%,8,-5
COc1ccc(OC)c(NC(=O)CSc2nc3cccnc3n2C)c1,-1%,-8%,·,7%,-2.9%,7%,1.1,3%,12,26

# Individual results from the results shown.
# O=C(Nc1nc(-c2cc3ccccc3oc2=O)cs1)c1ccc(Br)o1 – TNAP activation fold = 1.1
# COCC(=O)/C=C1\Sc2ccccc2N1C – TNAP activation fold = 1.1
# Brc1cccc2sc(N3CCN(c4ccccc4)CC3)nc12 – WT yeast gro inh mutant strain = 35

# The listing continues:
SMILES,P. falciparum M17LAP,LYP phosphatase,Yfh1-off respiration,human PMI inhibitors,XIAP antagonists,PMI inhibitors,TNAP activation fold,P. falciparum M1AAP,WT yeast gro inh,WT yeast gro inh mutant strain
COc1cc(OC)cc(-c2cc3nc4c(c(N5CCN(c6ncccn6)CC5)n3n2)CCCC4)c1,-6%,7%,i,-2%,-2.6%,-1%,0.9,0%,4,26
COC(=O)c1ccc(COc2ccccc2/C=C(\C#N)C(=O)Nc2c(C)cc(C)cc2C)cc1,9%,3%,i,11%,-4.7%,18%,1.1,-9%,8,4
CSc1ccccc1-n1nnnc1SCC(=O)Nc1ccccc1C,2%,-7%,i,4%,-1.8%,7%,1.2,10%,1,-2
COc1ccc(C(C(=O)NCc2ccccc2)N(Cc2ccc3c(c2)OCO3)C(=O)c2cnccn2)cc1 (stereo not given),3%,-6%,i,0%,-2.9%,7%,1.1,3%,-19,-18
Cc1ccc(/C=N/NC(=O)Cc2cccs2)o1,48%,-8%,i,-7%,-4.2%,2%,1.1,-1%,-16,-2
COc1cc(C)c(C(C)C)cc1S(=O)(=O)n1ccnc1,1%,-5%,i,-18%,-0.5%,-21%,1.1,5%,-5,-1
COc1ccccc1Oc1ccc2c(c1)C(=O)N(c1ccc(O)cc1)C2=O,2%,-13%,i,-8%,-3.2%,-1%,1.1,14%,-10,-3
CC(=O)Nc1ccc(NC(=O)C(C)OC(=O)CNS(=O)(=O)c2cccc(Cl)c2)cc1 (stereo not given),3%,-7%,i,10%,-8.7%,7%,1.1,2%,-7,14
CCC(=O)/C=C1/Sc2ccc(OC)cc2N1CCO,41%,-7%,i,2%,-4.8%,6%,1.1,11%,-11,1
CN1CCC2(CC1)N=C(c1ccc(F)cc1)C(=S)N2C(=O)c1ccccc1,1%,-5%,i,-12%,-4.4%,-2%,1,2%,5,-6
COc1ccc(-c2cc(C(F)(F)F)nc(SCCC(=O)NCc3ccco3)n2)cc1,11%,1%,i,-1%,-5.2%,-11%,1,4%,-1,-5
COc1ccc(-c2noc(COc3ccc4c(c3)OCO4)n2)cc1OC,-4%,-1%,i,0%,-8.1%,10%,1.1,8%,-14,-18
O=C(Nc1ccc2c(c1)OCCO2)C1CCN(S(=O)(=O)Cc2ccccc2)CC1,1%,-4%,i,4%,-4.4%,0%,1.1,-7%,8,-9
Cn1c(=O)n(C)c2cc(/C=N/n3cnnc3)ccc21,-10%,-5%,i,14%,-4.6%,10%,1,4%,3,6
CCOc1ccc(N(CC(=O)Nc2ccc(OC)cc2)S(C)(=O)=O)cc1,-7%,-4%,i,10%,-3.4%,12%,1.1,2%,-12,12
COc1ccc(NC(=O)c2cc3ccc4c5ccccc5[nH]c4c3cc2O)cc1,-7%,-3%,i,·,·,·,·,-2%,·,·
COc1ccccc1-c1cc(C(=O)N/N=C/c2ccc(C)s2)c2ccccc2n1,2%,8%,·,14%,1.2%,12%,1.1,9%,36,15
CC(C)C(=O)NC(=S)Nc1ccc(S(=O)(=O)N(C)C)cc1,9%,-3%,i,3%,-1.5%,6%,1.1,3%,24,17
COc1cccc(N2CCN(C(=O)CN(C)S(=O)(=O)c3ccc4c(c3)c(=O)n(C)c(=O)n4C)CC2)c1,2%,1%,i,0%,-7.4%,-1%,1.1,8%,-12,-9
CN(C1=C(NC(=O)c2ccc(Cl)cc2)C(=O)c2ccccc2C1=O)c1ccccc1,-3%,9%,i,25%,-7.5%,34%,0.9,7%,73*,31*
Oc1ccc(N=Nc2ccc3c(c2)OCCO3)c2cccnc12,-3%,-3%,i,38%,-4.0%,-10%,0.8,8%,8,13
CC(C)c1cc(CN2CCN(CCC#N)CC2)cc(C(C)C)c1O,1%,-6%,i,6%,-4.2%,11%,1.1,-2%,-15,-3
Cc1ccsc1/C=c1\sc2ncnn2c1=O,58%,-4%,i,-8%,-2.3%,-8%,0.2,-6%,-6,-9
CC(SCc1ccccc1)C(=O)Nc1ccc2c(c1)OCO2 (stereo not given),-1%,-6%,i,0%,-1.4%,1%,1.2,-1%,6,15
Cc1cccn2c(CN[C@@H]3CCCC[C@H]3c3ccccc3)c(C(=O)N3CCOCC3)nc12,2%,-7%,i,7%,-6.1%,14%,1.1,-4%,-8,-12
CC1(C)Cc2c(sc3[nH]c(=S)n(Cc4ccccc4)c(=O)c23)CO1,4%,6%,i,-8%,-4.8%,-1%,1,9%,-2,16
COCCCNC(=S)Nc1ccc(N2CCCCC2)cc1,-4%,4%,i,-3%,-3.0%,-6%,1,-5%,-9,-13
CCCC(=O)N1CCN(C2=NS(=O)(=O)c3ccccc32)CC1,20%,3%,i,-4%,-2.0%,-8%,1,-1%,3,2
COc1ccc(NC(=S)NCc2cccnc2)cc1,4%,-4%,i,8%,0.8%,8%,1.1,12%,2,5
CCOC(=O)C1CCN(C(=O)c2cccc(NS(=O)(=O)c3ccc(F)c(F)c3)c2)CC1,2%,2%,i,-3%,-6.6%,-8%,1.2,6%,-4,9
Fc1ccccc1OCCSc1nc2ccccc2o1,-4%,-8%,i,-1%,-5.9%,12%,1.1,1%,8,-5
CCCNC(=O)c1ccc(S(N)(=O)=O)cc1,4%,-7%,i,·,·,·,·,1%,·,·
COc1cccc(NC(=O)COC(=O)c2c(-c3ccccc3)noc2C)c1,6%,-6%,i,7%,-1.8%,10%,1.1,4%,20,6
CCCCCc1ccc(OCCCC[n+]2cccc(C)c2)c(CCCCC)c1,25%,-4%,i,-3%,-5.8%,6%,0.9,-1%,85,89
Cc1nnc(SCCOC(N)=O)n1C,-8%,-9%,i,4%,-4.2%,-3%,1.1,-1%,-3,9
COc1ccc(-c2[nH]n(-c3ccc([N+](=O)[O-])cc3)c(=O)c2C=NCC2CCCO2)cc1 (stereo not given),-8%,-5%,i,-4%,-3.3%,4%,1,0%,-9,-7
O=C(Cc1csc(N2CCOCC2)n1)N/N=C/c1ccc(O)c(O)c1O,10%,4%,i,8.9µM*,-2.1%,83%*,0.9,11%,7,5
CCOC(=O)N1CCN(C(=O)CSc2ccc(-c3ccccc3OC)nn2)CC1,4%,-3%,i,-5%,1.8%,-4%,1.1,-1%,0,3
COc1ccc(C(=O)NCc2ccc(-c3nc4ccccc4s3)cc2)cc1OC,-2%,-5%,i,2%,-5.0%,2%,0.9,3%,4,-2
COc1cccc(C(=O)Nc2ccc(C)cc2)c1,-7%,13%,i,4%,0.7%,14%,1,2%,16,12
Cn1nnnc1SCC(=O)Nc1ccc(Oc2ccccc2)cc1,-12%,-4%,i,14%,-7.1%,17%,1.1,9%,-5,-25
CN(Cc1ccc(Cl)cc1)C(=O)CCl,2%,-5%,i,-16%,-0.7%,-30%,1.2,5%,-10,-13
O=C(NCCCN1CCCC1=O)c1ccc2c(c1)NC(=O)C(N1CCOCC1)S2 (stereo not given),-11%,1%,i,-9%,-0.4%,-1%,1.1,3%,-1,-9
COc1ccc(NC(=O)Cn2c(C)cc(=O)c3ccccc32)cc1,17%,-8%,i,2%,-0.6%,8%,1.1,1%,-6,-7
CN(C)S(=O)(=O)c1cc(NC(=O)COC(=O)Cc2cccc3ccccc23)ccc1Cl,8%,3%,i,27%,-18%,28%,1.2,5%,9,12
O=C(O)C(Cc1c[nH]c2ccccc12)N1CCS(=O)(=O)CC1 (stereo not given),3%,-1%,i,19%,-2.2%,-13%,0.9,1%,-8,17
CC1C/C(=N\NC(=O)c2ccc([N+](=O)[O-])cc2)CC(C)(C)C1 (stereo not given),0%,-6%,i,·,·,·,·,-2%,·,·
O=C(CCN1C(=O)c2ccccc2C1=O)C1=NN[C@@H]2C(=O)N(c3ccc4c(c3)OCO4)C(=O)[C@H]12,-2%,-4%,i,·,·,·,·,4%,·,·
Cc1ccc(-n2c(SCC(=O)NNC(=S)Nc3ccccc3)nc3ccccc3c2=O)cc1,7%,-2%,i,4%,-1.8%,8%,1.1,-17%,-15,-6
COc1ccc(/C=N/Nc2nc(Nc3ccccc3)nc(N3CCCC3)n2)cc1[N+](=O)[O-],-9%,-3%,i,3%,-4.0%,-9%,1.1,4%,9,-15
CCSc1ccccc1C(=O)NCc1cccnc1,4%,-1%,i,-1%,-0.3%,2%,1.1,-1%,-8,-10
COC(=O)CN1C(=O)C(O)(CC(=O)c2ccc(Cl)cc2)c2ccccc21 (stereo not given),12%,-2%,i,16%,-3.6%,14%,1.1,4%,-8,0
O=C(CSc1ccc2nnc(-c3ccccc3)n2n1)N1CCCc2ccccc21,0%,-3%,i,-5%,2.1%,-3%,2.8,0%,4,1

# 2 entries from above, with tabs.
SMILES	P. falciparum M17LAP	LYP phosphatase	Yfh1-off respiration	human PMI inhibitors	XIAP antagonists	PMI inhibitors	TNAP activation fold	P. falciparum M1AAP	WT yeast gro inh	WT yeast gro inh mutant strain
O=C(CSc1ccc2nnc(-c3ccccc3)n2n1)N1CCCc2ccccc21	0%	-3%	i	-5%	2.1%	-3%	2.8	0%	4	1
Cc1ccc(-n2c(SCC(=O)NNC(=S)Nc3ccccc3)nc3ccccc3c2=O)cc1	7%	-2%	i	4%	-1.8%	8%	1.1	-17%	-15	-6

# Screens from PubChem BioAssay.
